PME-1 inh: PME-1 inhibitors via competitive probe labeling, primary screen, biochemical, fluorescence polarization, FP-Rh probe, HTS; Protein phosphatase methylesterase 1 (Homo sapiens), Q9Y570; recombinant PME-1; inhibition, % at 5.9 µM; hit rate 0.53% among 320,000; AID 2130, 2009;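 active = inhibition above the campaign mean of all compounds plus 3 SD, cut at about 26% in these data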;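 note: competitive labeling of PME-1 active site by serine hydrolase directed probe; 0% = PME-1 with DMSO and 100% = wells lacking PME-1 enzyme; inhibitors block probe labeling so polarization falls and inhibition rises; many of its hits are not listed in these tables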
PAD4 inh: human PAD4 inhibitors, primary screen, biochemical, fluorescence polarization, 1536-well format | recombinant PAD4, RCA probe fluorescence polarization | Protein-arginine deiminase type-4 (Homo sapiens), Q9UM07 | hit rate 0.41% among 330,000 | inhibition, % at 6.36 µM;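 active = percent inhibition above a cutoff equal to the mean of all tested compounds plus 3 SD, cut at about 15% in these data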;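 note: 0% = PAD4 with RCA probe and DMSO and 100% = probe without PAD4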
GSTO1 inh: inhibitors of recombinant GSTO1, primary screen, counter-screen for RBBP9 inhibitor project, biochemical, fluorescence polarization | Glutathione S-transferase omega-1 (Homo sapiens), P78417 | hit rate 1.1% among 300,000 | AID 1974, 2009 | activity-based probe fluorescence polarization | inhibition, % at 5.96 µM;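 active = inhibition above the campaign mean inhibition plus 3 SD, cut at about 35% in these data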;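 note: 0% = GSTO1-1 with DMSO and 100% = wells lacking GSTO1-1 enzyme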
PAFAH1B3 inh: PAFAH1B3 enzyme inhibitors, primary screen, biochemical, fluorescence polarization, human. Platelet-activating factor acetylhydrolase IB subunit alpha1 (Homo sapiens), Q15102. recombinant PAFAH1B3, FP-rhodamine probe. inhibition, % at 3.39 µM. hit rate 0.28% among 340,000. AID 492972, 2010;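 active = inhibition above the screen-wide average of all tested compounds plus 3 SD, cut at about 25% in these data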;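 note: 0% = enzyme with DMSO only and 100% = wells lacking PAFAH1B3 protein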
Target sequence (Q15102 whole entry, looked up): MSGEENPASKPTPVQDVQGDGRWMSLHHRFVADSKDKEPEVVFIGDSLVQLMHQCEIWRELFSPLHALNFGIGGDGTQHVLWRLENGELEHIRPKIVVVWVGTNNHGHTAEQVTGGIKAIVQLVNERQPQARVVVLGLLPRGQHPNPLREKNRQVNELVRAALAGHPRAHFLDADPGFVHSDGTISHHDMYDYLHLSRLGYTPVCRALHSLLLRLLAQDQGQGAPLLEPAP
PREPL inhibitor: PREPL enzyme inhibitors, primary screen, biochemical, fluorescence polarization; Prolyl endopeptidase-like (Homo sapiens), Q4J6C6; recombinant PREPL, fluorescence polarization activity-based probe; inhibition, % at 5.96 µM; hit rate 0.68% among 320,000; in the data active = inhibition above about 43%;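 note: 0% = enzyme with DMSO and 100% = wells lacking enzyme; many of its hits are not listed in these tables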
pPAFAH FP inh: pPAFAH enzyme inhibitors, primary screen, biochemical, fluorescence polarization, human. Platelet-activating factor acetylhydrolase (Homo sapiens), Q13093. recombinant pPAFAH, FP-rhodamine probe fluorescence polarization. inhibition, % at 3.39 µM. hit rate 1.5% among 330,000. AID 463082, 2010;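 active = inhibition above the mean inhibition across the screen plus 3 SD, cut at about 25% in these data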;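 note: inhibitors block binding of the rhodamine activity-based probe so polarization drops; 0% = enzyme with DMSO and 100% = wells lacking pPAFAH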
LYPLA2 inh: LYPLA2 inhibitors, primary screen, counter-screen for PME1 inhibitor project, biochemical, fluorescence polarization, FP-Rh probe ABPP; hit rate 0.38% among 320,000; recombinant LYPLA2; inhibition, % at 5.9 µM; Acyl-protein thioesterase 2 (Homo sapiens), O95372;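 active = inhibition above the screen-wide mean plus 3 SD, limit set per campaign, cut at about 26% in these data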;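 note: 0% = LYPLA2 with DMSO and 100% = wells lacking LYPLA2 enzyme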
Target sequence (O95372 whole entry, looked up): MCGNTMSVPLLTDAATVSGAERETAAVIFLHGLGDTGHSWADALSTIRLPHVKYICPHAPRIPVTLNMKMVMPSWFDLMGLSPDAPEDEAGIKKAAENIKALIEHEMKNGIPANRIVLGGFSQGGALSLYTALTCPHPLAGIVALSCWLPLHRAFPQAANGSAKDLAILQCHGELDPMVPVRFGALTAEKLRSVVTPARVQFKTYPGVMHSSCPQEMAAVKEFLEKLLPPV
LYPLA1 counter: LYPLA1 inhibitors, primary screen, counter-screen for PME1 inhibitor project, biochemical, fluorescence polarization, FP-Rh probe ABPP. recombinant LYPLA1. inhibition, % at 5.9 µM. hit rate 0.16% among 320,000. AID 2174, 2009;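 active = inhibition above the mean of all tested compounds plus 3 SD, set per campaign, cut at about 14% in these data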;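 note: inhibitors block serine hydrolase probe labeling of LYPLA1 so polarization falls; 0% = enzyme with DMSO and 100% = wells lacking LYPLA1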
Target sequence (O75608 whole entry, looked up): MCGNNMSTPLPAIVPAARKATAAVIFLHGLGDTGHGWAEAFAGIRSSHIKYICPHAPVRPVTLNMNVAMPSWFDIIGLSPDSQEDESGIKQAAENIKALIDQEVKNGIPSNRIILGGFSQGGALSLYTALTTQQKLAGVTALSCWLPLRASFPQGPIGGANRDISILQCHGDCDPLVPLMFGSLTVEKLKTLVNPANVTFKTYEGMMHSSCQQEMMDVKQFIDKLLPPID
PAFAH1B2 inh: PAFAH1B2 enzyme inhibitors, primary screen, biochemical, fluorescence polarization, human; recombinant PAFAH1B2, FP-rhodamine activity probe; inhibition, % at 3.39 µM; hit rate 1.2% among 340,000; AID 492953, 2010;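 active = inhibition above the mean of all tested compounds plus 3 SD, cut at about 24% in these data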;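 note: 0% = enzyme with DMSO and 100% = wells lacking PAFAH1B2; many of its hits are not listed in these tables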
Target sequence (P68402 whole entry, looked up): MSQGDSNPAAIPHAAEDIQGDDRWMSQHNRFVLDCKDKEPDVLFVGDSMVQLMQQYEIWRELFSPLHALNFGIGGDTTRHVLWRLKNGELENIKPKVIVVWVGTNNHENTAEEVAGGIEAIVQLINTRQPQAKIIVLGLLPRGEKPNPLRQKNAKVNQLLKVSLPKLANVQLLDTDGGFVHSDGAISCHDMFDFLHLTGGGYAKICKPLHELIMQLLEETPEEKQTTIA
* hit, by the source's call; x = no result given.

SMILES	PME-1 inh	PAD4 inh	GSTO1 inh	PAFAH1B3 inh	PREPL inhibitor	pPAFAH FP inh	LYPLA2 inh	LYPLA1 counter	PAFAH1B2 inh
COc1ccc([N+](=O)[O-])cc1N(CC(O)CN1CCOCC1)S(=O)(=O)c1ccccc1 (configuration not stated)	6.9	-2.7	1.9	5.1	8.1	0.8	2.6	1.7	3.5
CC(=O)NS(=O)(=O)c1ccc(NC(=O)[C@@H]2CCCN2S(=O)(=O)c2ccc(Cl)cc2)cc1	x	-2.7	x	7.3	7.6	-4.6	x	x	7.1
COc1ccc(OCC(=O)N2CCN(C(=O)c3cccs3)CC2)cc1	-5.6	-3.1	-3.1	-0.6	-7.6	0.2	6.8	3.8	2.3
CSc1ccccc1OCc1cc(C(=O)N2CCN(c3ncccn3)CC2)no1	-2.8	-1.1	0.3	0.4	1.8	8.6	0.2	-2.3	-4.0
Cc1cccc(C(=O)N2CCc3cc(-c4nc(NC(=O)CN5CCCC5)sc4C)ccc32)c1	-4.1	4.9	8.0	3.2	3.8	11.4	1.0	-0.2	5.2
NC(=O)c1ccccc1NC(=O)c1ccc2ccccc2c1	-39.1	-2.3	-9.2	2.6	-11.6	-8.7	-4.4	-2.0	4.7
CC(=O)Nc1ccc(NC(=O)CSc2ncnc3sc(C)c(C)c23)cc1	-5.9	-0.1	1.6	-0.2	-2.3	2.7	-1.5	-5.1	0.9
CS(=O)(=O)c1ccccc1COC(=O)Nc1ccc(Cl)cc1	0.9	0.5	1.0	3.7	-10.8	2.9	-2.5	-3.3	-3.2
C/C=C/C=C/[C@H]1Cc2cc(O)cc(O)c2O1	3.6	9.4	16.9	x	3.2	35.8*	4.8	-1.1	x
CSc1cccc(NC(=O)CCC(=O)O)c1	4.2	-1.4	5.3	9.2	15.9	1.7	4.4	2.3	2.4
COc1ccc(S(=O)(=O)N2CCN(C)CC2)cn1	1.9	-9.1	-5.3	6.3	-6.9	-4.9	-9.5	-0.2	2.2
CCN1C(=O)/C(=C/c2cccs2)N(C)C1=S	-1.5	-5.8	1.6	5.5	-5.6	0.5	-4.7	-0.3	5.0
CCn1c(C)c(C)c2cc(C(=O)NCCN3CCCCCC3)ccc21	-2.5	-8.0	2.4	4.0	28.8	7.2	-12.3	-2.9	-0.2
Cc1ccc(N(C(C)C(=O)N2CCCCC2)S(C)(=O)=O)cc1C (configuration not stated)	-5.6	-4.1	3.8	10.2	1.8	0.0	-1.5	-0.2	-2.7
Cc1sc2ncnc(SCC(=O)N(C)C3CCS(=O)(=O)C3)c2c1C (configuration not stated)	-0.8	-3.6	3.1	4.2	13.1	2.6	2.0	3.1	1.9
O=C(Nc1nc2cc3c(cc2s1)OCO3)c1ccc(N2C(=O)CCC2=O)cc1	-8.4	-7.6	-11.4	2.9	3.2	-2.6	-6.6	-5.2	1.4
COc1cc(/C=N/OCC(=O)NC2CCS(=O)(=O)C2)ccc1OC(F)F (configuration not stated)	-0.6	3.2	-1.8	3.6	-7.9	2.3	-2.6	0.0	3.8
Cc1ccccc1C(=O)OCc1nnc(-c2ccc(Cl)cc2)o1	-1.5	-2.9	1.4	1.3	23.1	-1.7	-0.2	-1.2	4.0
CN(C)S(=O)(=O)c1ccc(C(=O)OCc2ccc([N+](=O)[O-])cc2)cc1	4.8	3.6	7.5	2.9	-1.0	1.9	11.3	1.9	4.9
O=C(O)c1cc(S(=O)(=O)N2CCCCC2)ccc1N1CCCC1	x	-1.4	x	5.8	7.5	2.7	x	x	10.9
CCCNC(=O)CCc1c(C)nc2c(c(C)nn2-c2ccccc2)c1C	2.3	-4.0	-1.6	5.4	3.6	0.9	0.1	5.9	1.6
c1coc(C2Nc3cccc4cccc(c34)N2)c1	8.1	-3.5	50.4*	x	43.4*	25.7*	-1.9	-7.8	x
O=C(/C=C/Nc1nccs1)C(F)(F)Cl	-6.4	1.6	5.6	10.4	3.3	5.9	-2.7	-0.9	5.6
O=C(c1ccc(S(=O)(=O)N2CCCCCC2)cc1)N1CCN(c2ccccc2F)CC1	3.8	-5.2	1.1	-5.8	11.0	3.6	10.4	-3.5	-5.9
O=c1nc(N2CCOCC2)nc2n1CCO2	0.5	5.7	-5.4	4.3	-1.6	4.0	0.3	1.3	5.6
CC(=O)OCC(=O)[C@@]12OC(C)(C)O[C@@H]1CC1C3C[C@H](F)C4=CC(=O)C=CC4(C)[C@@]3(F)C(O)CC12C (some centres not stated)	-0.5	1.0	2.9	1.9	5.4	-9.1	-0.7	-1.2	1.2
Cc1nn(-c2ccccc2)c2nc(-c3cccs3)cc(C(=O)NN)c12	-38.1	-3.2	-5.4	-5.0	4.9	-6.2	-33.7	-14.1	0.5
COc1cc(C#Cc2c(-c3ccccc3OC)oc3ccccc23)cc(OC)c1	-3.0	-0.4	x	-7.7	-1.3	-2.0	-4.0	0.2	7.8
O=C(c1ccco1)N(Cc1ccc2c(c1)OCO2)Cc1cc2cc3c(cc2[nH]c1=O)OCO3	0.2	-1.5	-0.6	0.8	3.2	1.0	0.3	0.0	1.1
CCOC(=O)N1CCN(C(=O)C2CCCN(S(=O)(=O)c3cccnc3)C2)CC1 (configuration not stated)	2.1	0.7	8.2	0.4	3.3	3.1	4.5	1.2	7.4
CC(O)CCC(=O)NNC1CC(=O)N(c2ccccc2)C1=O (configuration not stated)	0.9	-2.1	4.5	x	0.0	1.6	3.2	-2.5	x
CCN(C(=O)CCN1C(=O)/C(=C/c2ccccc2)SC1=S)C1CCS(=O)(=O)C1 (configuration not stated)	1.7	-4.4	7.6	-1.0	30.7	0.7	-0.6	1.6	6.3
O=C(Cn1c(CO)nc2ccccc21)NCCc1ccccc1	-2.1	-2.0	2.1	-2.5	-17.3	3.5	-1.4	-1.2	-1.0
CC1CCC/C(=C(\C#N)c2nc(-c3cc4ccccc4oc3=O)cs2)C1 (configuration not stated)	3.7	1.4	4.1	-1.3	-6.3	-0.1	-5.8	-1.4	-10.8
CCO[C@@H]1OC(C(=O)NCc2ccccc2)=C[C@H](C(C)(C)C)[C@H]1CCCO	3.8	-3.5	1.7	-0.4	9.4	3.0	12.7	1.1	-6.2
NNc1nc(NCc2ccccc2)nc(N2CCOCC2)n1	-0.7	-1.6	4.1	2.8	2.1	0.7	1.2	-3.2	3.5
COc1cc2c(cc1OC)C(c1cc3cc(OC)c(OC)cc3[nH]c1=O)N(C(=O)C1CC1)CC2 (configuration not stated)	3.3	-0.1	-0.5	8.5	4.2	4.8	-4.7	0.4	0.7
Cc1cccc(C)c1NC(=O)CN(C)C(=O)CN1C(=O)NC2(CCCC2)C1=O	-2.5	1.4	12.2	14.0	-2.5	7.8	-7.7	0.5	5.7
CCOC(=O)c1ccc(/[N+]([O-])=C/c2ccccc2)cc1	1.2	0.1	x	17.9	5.8	2.0	6.5	1.3	4.2
CN(C)C=Nc1ccc2nc3c(cc2c1)[nH]c1ccccc13	9.2	-8.6	25.5	-1.9	18.7	4.5	7.8	-0.9	1.5

A portion of the results above, as a working copy:
SMILES	PME-1 inh	PAD4 inh	GSTO1 inh	PAFAH1B3 inh	PREPL inhibitor	pPAFAH FP inh	LYPLA2 inh	LYPLA1 counter	PAFAH1B2 inh
Cc1nn(-c2ccccc2)c2nc(-c3cccs3)cc(C(=O)NN)c12	-38.1	-3.2	-5.4	-5.0	4.9	-6.2	-33.7	-14.1	0.5
COc1cc(C#Cc2c(-c3ccccc3OC)oc3ccccc23)cc(OC)c1	-3.0	-0.4	x	-7.7	-1.3	-2.0	-4.0	0.2	7.8

(continued)
SMILES	PME-1 inh	PAD4 inh	GSTO1 inh	PAFAH1B3 inh	PREPL inhibitor	pPAFAH FP inh	LYPLA2 inh	LYPLA1 counter	PAFAH1B2 inh
O/C(=C\Sc1nnc(Cc2ccccc2)o1)c1ccc(F)cc1	1.1	-2.3	1.5	10.0	-12.7	-1.5	5.4	2.9	7.8
c1csc(-c2nn[nH]n2)c1	-3.1	-1.5	1.4	7.0	2.3	5.0	-9.0	0.1	-0.9
Cc1ccc(CNC(=O)CSc2nc(N3CCCCC3)nc(N3CCCCC3)n2)cc1	-7.3	-0.9	-7.4	4.0	-14.8	-0.9	3.3	1.6	1.9
C=CCn1c(O)c(N=NC(=O)CNC(=O)Cc2ccccc2)c2ccccc21	-1.5	-3.6	1.6	9.6	2.1	8.4	-0.5	-0.2	4.6
COC(=O)C1CCCCN1C(=O)c1ccc(OC2CCN(C(C)=O)CC2)c(OC)c1 (configuration not stated)	3.5	-1.6	4.2	2.9	9.1	0.4	5.2	1.4	1.2
CCOc1ccc(Br)cc1/C(C)=N\NC1=NCCN1	0.0	-4.2	0.2	-1.7	-4.3	2.2	4.0	0.3	3.0
O=C(NC(=S)Nc1cccc(Cl)c1N1CCCCC1)c1ccc2c(c1)OCCO2	0.3	0.2	1.0	-7.1	4.4	5.2	-1.5	-0.3	0.1
COc1ccc(CCNCC(O)c2ccccc2)cc1 (configuration not stated)	-1.6	-6.5	-1.0	2.3	-14.1	-1.1	4.1	0.8	3.3
CC(OC(=O)CCCc1c[nH]c2ccccc12)C(=O)Nc1ccc(S(N)(=O)=O)cc1 (configuration not stated)	7.0	2.9	6.3	7.4	-7.7	6.8	1.1	-0.2	2.3
O=C(c1ccc(CS(=O)c2cccc(Cl)c2)o1)N1CCN(C2CCCCC2)CC1 (configuration not stated)	0.5	1.0	-6.7	4.4	-0.4	8.8	6.8	3.4	-3.8
O=C(COc1ccc(F)cc1Cl)Nc1ccc(S(=O)(=O)Nc2nccs2)cc1	-2.9	-3.7	3.3	11.1	10.3	8.0	-6.5	-0.6	3.6
CCOC(=O)c1cc(CC)sc1NC(=O)C1CC1	3.6	-6.1	8.4	-2.8	2.0	2.1	-1.1	2.5	0.5

Some of these compounds in order of molecular weight, ascending:
SMILES	PME-1 inh	PAD4 inh	GSTO1 inh	PAFAH1B3 inh	PREPL inhibitor	pPAFAH FP inh	LYPLA2 inh	LYPLA1 counter	PAFAH1B2 inh
CCOC(=O)c1cc(CC)sc1NC(=O)C1CC1	3.6	-6.1	8.4	-2.8	2.0	2.1	-1.1	2.5	0.5
COc1ccc(CCNCC(O)c2ccccc2)cc1 (configuration not stated)	-1.6	-6.5	-1.0	2.3	-14.1	-1.1	4.1	0.8	3.3
CC(OC(=O)CCCc1c[nH]c2ccccc12)C(=O)Nc1ccc(S(N)(=O)=O)cc1 (configuration not stated)	7.0	2.9	6.3	7.4	-7.7	6.8	1.1	-0.2	2.3
O=C(c1ccc(CS(=O)c2cccc(Cl)c2)o1)N1CCN(C2CCCCC2)CC1 (configuration not stated)	0.5	1.0	-6.7	4.4	-0.4	8.8	6.8	3.4	-3.8

Compound activity: PubChem BioAssay, The Scripps Research Institute Molecular Screening Center

Only part of the results is shown (hit frequency here may not be typical).
